# Assay outcomes as filed in PubChem.
# NS5 inhibitors: Dengue-2 NS5 methyltransferase inhibitors, primary screen, biochemical, confirmation dose response (AID 588689); hit rate 0.3% among 340,000; inhibition, % at 25 µM; hits with a dose series show IC50 in µM; Dengue-2 NS5 methyltransferase capping enzyme assay, biochemical; higher % means a stronger effect; in the data active = a potency from the dose series; inconclusive = inhibition above about 29% without an active follow-up result
# LYP inhibition: PTPN22 lymphoid phosphatase activity blockers – biochemical, fluorescence intensity, uHTS (AID 1779). inhibition, % at 11.5 µM, or IC50 in µM where a hit was titrated. recombinant LYP phosphatase, fluorescence intensity; higher % means a stronger effect. hit rate 0.054% among 290,000;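 note: plate controls were vehicle with enzyme for no effect and no enzyme for full effect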
# Lipid droplet: modulators of hepatic lipid droplet formation. AML12 mouse hepatocytes, oleate lipid droplets, BODIPY imaging. inhibition, % at 6.5 µM. hit rate 0.4% among 240,000;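 active = lipid droplet intensity inhibited by at least 50%, with more than 500 cells counted; inconclusive = wells with under 300 cells, treated as cytotoxic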
#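 System: AML12 hepatocytes (mouse). Probe or stimulus: oleic acid at 100 µM to induce lipid droplet formation. Times: overnight treatment with compound plus oleate. Detection: Image-based BODIPY and DAPI two-channel analysis. Evaluation: percent inhibition of filter-corrected integrated lipid droplet intensity per well.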
# HIV peptide binding: inhibitors of HIV fusion peptide binding, primary screen, biochemical, uHTS, fluorescence dequenching (AID 1986). cell-free peptide binding, fluorescence dequenching, 30 min; higher % means a stronger effect. inhibition, % at 20 µM; hits with a dose series show IC50 in µM. hit rate 0.3% among 290,000; in the data active = inhibition mostly above about 52%, no sharp cut-off; inactive = mostly below about 76%; note: some results filed as inactive read as strong as hits
# XIAP antagonists: XIAP antagonists, biochemical, IAP family, fluorescence polarization (AID 1018). XIAP BIR domain, fluorescence polarization peptide displacement; higher % means a stronger effect. hit rate 0.007% among 200,000. one-dose displacement, % at 20 µM; IC50 in µM for titrated hits; in the data active = displacement above about 50%; note: a part of the inactive calls stands beside numbers as strong as those of hits
# AID2073: inhibitors of Mint1-CaV2.2 protein interaction, biochemical, HTRF (AID 2073) | HTRF protein-protein interaction, Mint1-CaV2.2; higher % means a stronger effect | inhibition, % at 20 µM; hits with a dose series show IC50 in µM | hit rate 0.19% among 290,000; in the data active = inhibition mostly above about 51%, no sharp cut-off; inconclusive = no clear call, values can overlap the other calls; inactive = mostly below about 53%; note: some results filed as inactive read as strong as hits
# Myeloid diff 2: myeloid differentiation induction; ER-HoxA9 myeloid progenitors, lysozyme-GFP differentiation, flow cytometry; calls only at 10 µM; hit rate 1% among 360,000;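 active = normalized GFP-positive differentiation at or above the plate's own cutoff, the solvent-only control mean plus 3 SD; inconclusive = no clear call, values can overlap the other calls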;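 note: cells exposed to compound for four days before flow analysis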
# NOD2 inhibition: inhibition of NOD2-driven NF-kB reporter – cell-based, luminescence, uHTS, HEK293 (AID 1566) | HEK293 NOD2/NF-kB luciferase reporter, luminescence; higher % means a stronger effect | inhibition, % at 4 µM; hits with a dose series show EC50 in µM | hit rate 0.63% among 290,000; note: many of its hits are not listed in these tables
# SIAH1 antagonists: blockers of Siah-1 interaction with plectin peptide – biochemical, fluorescence polarization, rhodamine-plectin, uHTS, primary screen (AID 1817); Siah-1 / rhodamine-plectin peptide fluorescence polarization; higher % means a stronger effect; displacement, % at 20 µM; hits with a dose series show IC50 in µM; hit rate 0.02% among 290,000;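 active = displacement of at least 50% at 20 µM, with a fluorescence ratio check between 0.3 and a set limit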;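 note: plate controls were Siah plus tracer with DMSO for no effect and tracer alone without Siah for full effect; strong numbers were not always called active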
# Lipid droplet cells 6.5 µM: further read-out of Lipid droplet, marked with its call; cell count; measured here: cell count, cytotoxicity flag;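 cells counted across two imaged fields per well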
# NS5 inhibitors pilot replicate: second read-out of NS5 inhibitors, no call of its own (marks repeat the call); inhibition, %; measured here: pilot screen replicate inhibition
# Myeloid diff 2 GFP+ MAC1+ %: second read-out of Myeloid diff 2, no call of its own (marks repeat the call); GFP+ MAC1+ double positive, %; measured here: differentiation confirmed by MAC1 staining
# * marks the source's active call; other numbers are inactive results; i = inactive; ? = inconclusive; . = no result given; + = active, no number. Cut-off read from the data, not from the text of the source, unless noted: active = inhibition above about 50%; inactive = the rest.
SMILES,NS5 inhibitors,LYP inhibition,Lipid droplet,Lipid droplet cells 6.5 µM,HIV peptide binding,XIAP antagonists,AID2073,Myeloid diff 2,Myeloid diff 2 GFP+ MAC1+ %,NOD2 inhibition,SIAH1 antagonists,others
CC(=O)c1ccc(NC(=O)C2C3C=CC(C3=C(c3ccccc3)c3ccccc3)C2C(=O)O)cc1 (configuration not stated),-10%,2%,0,755,47%,-6.2%,5%,i,0.2,26%,29%,
Cc1cc(OC(C)C(=O)NCCCN2CCOCC2)c2c(C)cc(=O)oc2c1 (configuration not stated),-11%,-9%,-3,724,-0.6%,.,24%,i,0.5,8%,-1%,
COc1ccc(C(=O)CSc2nnc(-c3cc4ccccc4cc3O)n2Cc2ccco2)cc1,-2%,-6%,.,.,-2.8%,-2.9%,4%,i,1.1,-8%,-2%,
O=c1oc2ccccc2c(Nc2ccc3ncccc3c2)c1[N+](=O)[O-],-1%,-7%,18,590,5.8%,-2.5%,1%,i,0.2,11%,-3%,
O=S(=O)(/C=C/c1ccccc1)N1CCc2ccccc2C1,-1%,-5%,-6,411,-2.1%,.,9%,i,0.8,-3%,-4%,
CCCNC(=O)CN(CCc1ccccc1)S(C)(=O)=O,-7%,-9%,2,698,-1.5%,-2.4%,2%,i,7.2,4%,2%,
CCN(CC)S(=O)(=O)c1cccc(-c2nnc(SC(C)C(N)=O)n2CCc2ccccc2)c1 (configuration not stated),-5%,-5%,-6,763,-1.6%,1.2%,-3%,i,0.7,14%,-1%,
COc1ccc(NS(=O)(=O)c2cccc(C(=O)NNC(=O)CNC(=O)c3ccco3)c2)cc1,-1%,-12%,5,827,-1.6%,.,11%,i,0.0,11%,-5%,
O=C(CN1C(=O)NC2(CCCCCC2)C1=O)NC1CC1,-7%,-8%,8,746,3.6%,-0.9%,1%,i,1.5,10%,8%,
COCCNC(=O)CN(C(=O)Cn1nnc2ccccc21)c1cc(C)cc(C)c1,-14%,2%,-3,702,1.4%,-7.3%,2%,i,0.3,-12%,-1%,
O=S(=O)(NCc1csc(-c2cccs2)n1)c1cccs1,5%,-7%,.,.,1.7%,.,-3%,i,0.4,-8%,3%,
Cc1nc(C)c(C(=O)NNS(=O)(=O)c2ccc([N+](=O)[O-])cc2)s1,1%,-5%,-53,677,0.3%,-4.4%,-10%,i,0.2,15%,12%,
CC1=NN(C(=O)c2ccc(Br)cc2)C(O)(C(F)(F)OC(F)(F)F)C1 (configuration not stated),-6%,-5%,.,.,0.6%,-4.5%,-2%,i,0.9,16%,2%,
CCOC(=O)NC(NCc1cccc(C(F)(F)F)c1)(C(F)(F)F)C(F)(F)F,-2%,-6%,-6,605,-2.1%,-3.0%,3%,i,0.8,7%,-6%,
CCOC(=O)c1ccc(CC2SC(N)=NC2=O)cc1 (configuration not stated),-8%,-11%,-3,839,-0.2%,.,3%,i,0.5,2%,-1%,
COc1cccc(OC)c1C(=O)OCC(=O)NCC(C)C,-6%,-8%,-4,671,0.2%,-3.3%,1%,i,1.3,22%,24%,
CCc1nnc(NS(=O)(=O)c2ccc(N/C=C\C(=O)c3ccc4ccccc4c3)cc2)s1,3%,8%,-4,565,37%,-1.7%,5%,i,1.0,-18%,9%,
COc1ccccc1CC(=O)Nc1ccc(C(=O)N2CCCCC2)cc1,-1%,-4%,-18,664,-1.8%,.,6%,i,2.1,0%,-1%,
CC(C)CNCC1OCc2ccccc2CO1,-6%,-2%,2,629,-0.9%,.,2%,i,0.9,12%,-3%,
O=C(CN1C(=O)S/C(=C\C=C\c2ccccc2)C1=O)N1CCCCC1,-9%,-2%,-2,827,1.5%,.,6%,i,1.6,-5%,1%,

# Brought forward from above: 3 entries, then new ones.
SMILES,NS5 inhibitors,LYP inhibition,Lipid droplet,Lipid droplet cells 6.5 µM,HIV peptide binding,XIAP antagonists,AID2073,Myeloid diff 2,Myeloid diff 2 GFP+ MAC1+ %,NOD2 inhibition,SIAH1 antagonists,others
COc1ccccc1CC(=O)Nc1ccc(C(=O)N2CCCCC2)cc1,-1%,-4%,-18,664,-1.8%,.,6%,i,2.1,0%,-1%,
CC(C)CNCC1OCc2ccccc2CO1,-6%,-2%,2,629,-0.9%,.,2%,i,0.9,12%,-3%,
O=C(CN1C(=O)S/C(=C\C=C\c2ccccc2)C1=O)N1CCCCC1,-9%,-2%,-2,827,1.5%,.,6%,i,1.6,-5%,1%,
COc1cc2[nH]c(=S)nc(NCc3ccccc3)c2cc1OC,-3%,-3%,4,790,-0.3%,.,-50%,i,0.7,6%,-4%,
COc1ccccc1-c1nnc2n1N=C(C)CS2,-2%,-6%,.,.,-1.2%,-1.9%,?,i,2.6,16%,3%,
COc1cc(OC)c(OC)cc1/C=N/NC(=S)NCC1CCCO1 (configuration not stated),-2%,-5%,16,826,-1.6%,-4.1%,0%,i,0.6,8%,-3%,
CCN(CC(=O)NC(C)C)C(=O)C(CCSC)NC(=O)c1ccccc1OC (configuration not stated),-1%,-10%,0,698,-0.3%,-6.1%,0%,i,1.1,14%,8%,
O=C(OCN1C(=O)c2ccccc2C1=O)/C(=C\c1ccco1)NC(=O)c1ccccc1,8%,-2%,.,.,2.7%,0.4%,19%,i,0.7,-2%,-1%,NS5 inhibitors pilot replicate=2.7
COc1ccccc1C(=O)C1CCCN(C(=O)C2CCCC2)C1 (configuration not stated),9%,-10%,-9,670,-1.2%,-8.6%,?,i,0.9,-5%,3%,
C=C1C(=O)O[C@@H]2[C@H]1CC[C@H](C)[C@]1(O)CCC(=O)[C@@]21C,-10%,-6%,-9,446,-0.6%,.,-19%,i,0.5,15%,3%,
O=C(N/N=C/c1ccc(O)cc1)c1cc(-c2ccc3c(c2)OCO3)n[nH]1,-5%,-3%,19,596,0.1%,-7.0%,-8%,i,0.7,8%,0%,
COc1ccc(/C(O)=C/C(=O)C(=O)NNC(=O)c2ccccc2)cc1,-24%,3%,-6,775,13%,.,-9%,i,1.8,0%,2%,
FC(F)(F)c1ccnc(NCc2ccc(Cl)cc2)n1,-2%,-6%,.,.,1.0%,.,12%,i,0.6,0%,0%,
N#C/C(=C\c1ccncc1)c1nc2ccccc2o1,.,0%,-13,763,0.9%,.,14%,i,0.6,9%,-2%,
Cc1cccc(C(=O)OC(C)CN2CCN(C)CC2)c1 (configuration not stated),3%,-2%,14,710,0.5%,-3.7%,-6%,i,0.4,12%,24%,
O=C(Cn1cnc2c(nnn2Cc2ccc(Cl)cc2)c1=O)NCC1CCCO1 (configuration not stated),-7%,3%,-19,739,-0.1%,-20%,4%,i,7.1,4%,-4%,
Cc1nn(C)cc1CNC(=O)C1C2CCC(C2)C1C(=O)O (configuration not stated),.,-6%,23,677,-0.7%,-5.4%,-6%,.,.,-6%,0%,
c1cc2c(cc1C1CCCCC1)c1c3n2CCN=C3CCC1,-9%,-3%,-4,719,-1.5%,-1.8%,7%,i,0.8,7%,-1%,
CCN(CC)C(=O)C1CCCN(C/C=C/c2ccccc2[N+](=O)[O-])C1 (configuration not stated),2%,1%,6,872,3.0%,.,-6%,.,.,4%,2%,
CC(=O)N1CCCc2cc(S(=O)(=O)N3CCCC(C(=O)NCc4ccccc4)C3)ccc21 (configuration not stated),3%,-15%,-15,746,-1.3%,.,12%,i,0.5,19%,-5%,
CC(C(=O)Nc1ccccn1)(c1ccccc1)c1ccccc1,-2%,-2%,-18,808,-0.2%,.,16%,i,0.3,-11%,-3%,
COC(=O)C1CCN(C(=O)Cc2c(OC)ccc3cc(Br)ccc23)CC1,6%,-5%,7,689,-2.8%,-3.9%,8%,i,0.8,-1%,0%,
Cc1ccc(NC(=O)CSc2nnc(-c3ccccc3Br)o2)cc1C,-1%,0%,.,.,0.4%,-3.6%,2%,i,0.6,-1%,1%,
O=C(OCCOCCN=C1NS(=O)(=O)c2ccccc21)c1ccc(F)cc1,2%,-3%,3,856,0.4%,.,-2%,i,2.3,6%,4%,
CCOCCOC(=O)COc1ccc(N2C(=O)c3ccccc3C2=O)cc1,.,-7%,.,.,4.8%,25%,-4%,.,.,2%,-1%,
O=C1C2=C(NC(=S)NC2c2ccc(Cl)cc2)NC(c2ccc(Cl)cc2)N1c1ccc(Cl)cc1 (configuration not stated),-11%,-3%,.,.,5.7%,-5.6%,-8%,+,0.5*,18%,-1%,
O=C1Nc2ccc(S(=O)(=O)NCCC3=CCCCC3)c3cccc1c23,1%,2%,-8,662,1.3%,-5.1%,34%,i,1.6,9%,-4%,
Cc1ccc(CNC(=O)C2CCC(=O)N(Cc3ccc(Cl)cc3)C2)cc1F (configuration not stated),-6%,5%,-6,663,1.1%,.,-1%,i,1.0,6%,1%,
O=C(c1ccccc1)N1CCN(C(=S)NCc2ccc3c(c2)OCO3)CC1,-3%,-8%,-12,598,-0.7%,-0.1%,-26%,i,0.9,-1%,-4%,
COc1ccc(NC(=O)C2CCN(C(=O)Cc3ccccc3)CC2)cc1OC,4%,-1%,-8,686,-1.6%,-2.9%,-3%,i,1.1,-2%,7%,
COc1ccc(CCNC(=O)c2ccc3c(c2)SC2=NS(=O)(=O)CCN23)cc1,-2%,-8%,0,674,6.2%,.,24%,i,0.4,1%,15%,
O=c1cc(-c2ccccc2)oc2cc(OCc3ccccc3)cc(O)c12,1%,3%,-16,753,-1.0%,-3.9%,5%,i,0.3,14%,-2%,
COc1ccc(C2Nc3cccc4cccc(c34)N2)cc1Br,15%,2%,-10,838,16%,.,26%,i,0.4,-12%,-2%,
COc1cc(OC)c(S(=O)(=O)Nc2ccccc2NC(=O)CN2CCOCC2)cc1NC(C)=O,-2%,1%,-5,690,-1.0%,-9.0%,10%,i,0.2,12%,1%,
CSc1nc2ccc3nc(NC(=O)c4ccccc4)sc3c2s1,?,-10%,.,.,-0.7%,-5.4%,54%,i,2.0,-45%,1%,
Fc1ccccc1CNc1cc(Cl)cc(Cl)c1,0%,-12%,.,.,0.0%,-0.4%,-7%,i,0.7,13%,-3%,
COc1cccc(N=Cc2ccc(O)cc2O)c1,0%,1%,.,.,-2.0%,-6.2%,20%,i,5.0,-10%,4%,
Cc1ccc(C)n1C1CCS(=O)(=O)C1 (configuration not stated),9%,-3%,.,.,1.9%,-1.5%,-11%,i,0.7,-2%,1%,
O=C(CCC1CCCN(Cc2cccc3c2OCO3)C1)NCc1ccc(F)c(F)c1 (configuration not stated),-4%,-6%,-73,533,-1.3%,-3.9%,0%,i,0.2,2%,2%,

# This is a subset; rates above refer to the full screens.
